FLuc modulator: qHTS profiling assay for firefly luciferase inhibitor/activator using purifed enzyme and Km concentrations of substrates (counterscreen for miR-21 project); Luciferin 4-monooxygenase (Photinus pyralis), P08659; purified FLuc, Km substrates, luminescence inhibition; Potency, µM (series often up to 57.5 µM), for the others: top-dose activity change, negative = inhibition, most hits filed as inhibitors; 360,000 compounds, 6.9% hits; AID 588342, 2011;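 note: plate controls were vehicle for no effect and reference inhibitor for full effect; nearly all actives have a fitted effect of over 55% in size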
Target sequence (P08659 whole entry, looked up): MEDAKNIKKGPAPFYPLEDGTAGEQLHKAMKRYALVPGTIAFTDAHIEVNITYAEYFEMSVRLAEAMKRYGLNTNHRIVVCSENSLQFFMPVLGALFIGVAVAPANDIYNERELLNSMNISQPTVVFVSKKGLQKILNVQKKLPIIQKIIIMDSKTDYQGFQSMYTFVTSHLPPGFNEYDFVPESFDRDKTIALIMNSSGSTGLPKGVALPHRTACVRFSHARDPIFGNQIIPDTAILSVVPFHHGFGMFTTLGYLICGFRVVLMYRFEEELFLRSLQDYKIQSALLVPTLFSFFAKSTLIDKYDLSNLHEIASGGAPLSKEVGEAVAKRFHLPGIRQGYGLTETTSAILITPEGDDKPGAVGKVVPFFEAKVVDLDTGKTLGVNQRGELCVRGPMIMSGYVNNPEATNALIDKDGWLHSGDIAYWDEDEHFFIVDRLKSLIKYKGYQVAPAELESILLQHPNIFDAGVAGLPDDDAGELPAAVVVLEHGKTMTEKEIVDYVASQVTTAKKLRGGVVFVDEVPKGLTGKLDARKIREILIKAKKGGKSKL
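Purified P. pyralis luciferase (10nM final) with 10uM D-luciferin and 10uM ATP (Km levels) in 50mM Tris acetate pH 7.5, 10mM Mg acetate, 0.01% Tween-20, 0.05% BSA; qHTS 6-point titration, ~60 µM downward; luminescence read.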
MBNL1 CUG block: qHTS Assay for Inhibitors of MBNL1-poly(CUG) RNA binding. Muscleblind-like protein 1 (Homo sapiens), Q9NR56. TR-FRET MBNL1-His/biotin-(CUG)12 binding, 665/545 ratio. Potency, µM (series often up to 57.5 µM), for the others: top-dose activity change, negative = inhibition, hits mostly inhibitors. 280,000 compounds, 0.036% hits. AID 2675, 2010; active = well fitted inhibition curve with a large enough effect in the signal ratio, with a control signal flat, not every such curve was filed as active; inconclusive = small, poorly fitted or top-dose-only effect, or effect the other way, or a change in a side signal; inactive = no such curve, though single readings can be large or run the other way; the % refers to the signal ratio; note: % is set by controls: 0 for no effect and ±100 for the full control effect
Target sequence (Q9NR56 whole entry, looked up): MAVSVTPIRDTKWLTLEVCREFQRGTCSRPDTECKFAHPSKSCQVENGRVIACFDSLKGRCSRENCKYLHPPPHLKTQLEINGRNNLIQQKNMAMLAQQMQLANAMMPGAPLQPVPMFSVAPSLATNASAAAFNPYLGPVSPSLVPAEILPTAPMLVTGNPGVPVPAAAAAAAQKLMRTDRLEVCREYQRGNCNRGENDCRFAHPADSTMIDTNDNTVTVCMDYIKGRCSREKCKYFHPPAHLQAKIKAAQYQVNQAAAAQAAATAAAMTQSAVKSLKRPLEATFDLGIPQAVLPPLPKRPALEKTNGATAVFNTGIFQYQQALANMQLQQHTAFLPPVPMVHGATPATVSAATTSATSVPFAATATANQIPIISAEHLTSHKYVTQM
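Compound titration spanned 92 nM–58 uM against the MBNL1-His/biotin-(CUG)12 complex. After 60 min at room temperature with 5 nM streptavidin-XL665 and 0.055 ng/ul terbium anti-His, ratiometric 665/545 nm emission (Ex 340 nm) normalized to controls.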
p53 reactivation: qHTS assay for re-activators of p53 using a Luc reporter. Potency, µM (highest dose often 92.2 µM), without a hit: at the top dose activity change, positive = activation, actives largely listed as activators. 320,000 compounds, 0.063% hits. H1299 p53-A138V BP100-luciferase reporter, luminescence, 24 h; note: % of control where 0% means no effect; nearly all actives have a fitted effect of over 45% in size
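p53-null H1299 cells stably carrying temperature-sensitive p53-A138V and a BP100-luciferase reporter were pinned with compounds (4-point, 1:5 series) and held 24 hrs at 37 deg C. Luminescence was read 10 min after detection reagent.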
RORgamma inh: qHTS for inhibitors of ROR gamma transcriptional activity. Potency, µM (doses to about 53.6 µM), for inactives: at the highest dose activity change, negative = inhibition, hits mostly inhibitors. AID 2551, 2010. Drosophila S2 Gal4-RORgamma UAS-luciferase reporter, 20 h. 310,000 compounds, 5.4% hits. Nuclear receptor ROR-gamma (Mus musculus), P51450; note: % is set by controls: 0 for no effect and ±100 for the full control effect; nearly all actives have a fitted effect of over 60% in size
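Stable Schneider cell line, Gal4 DNA-binding domain fused to ROR gamma, UAS-luciferase. Cmpd 1 hr RT → CuSO4 700 uM final → 20 hr RT → luciferase reagent 10 min → luminescence.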
BRCA1 expr up: qHTS Assay to Identify Small Molecule Activators of BRCA1 Expression; MCF7-BRCA1-FFLuc reporter, luminescence, 48 h; response scale: scaled: vehicle 0%, 10 µM genistein 100%; Potency, µM (doses to about 46.1 µM), inactives show top-dose activation, most hits filed as activators; 380,000 compounds, 1.1% hits; AID 624202, 2012; note: nearly all actives have a fitted effect of over 80% in size; some results filed as inactive show a strong effect at the top dose
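Reporter cells (MCF7, BRCA1 promoter-firefly luciferase) received library compounds across a concentration series for 48 h. End-point luminescence was measured and concentration-effect curves derived after normalization.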
NPC1 promoter act: qHTS Assay for NPC1 Promoter Activators. 320,000 compounds, 2.4% hits. AID 485313, 2010. Huh7 NPC1 promoter luciferase reporter, 24 h. Potency, µM (doses to about 9.22 µM), for the others: at the highest dose activation, actives largely listed as activators;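 note: % of control where 0% means no effect; nearly all actives have a fitted effect of over 60% in size; reporter is driven by a mutant NPC1 promoter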
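Huh7 reporter cells (NPC1 promoter driving luciferase) are dosed with compound for 24 h at 37 °C, 5% CO2; luciferase detection reagent is then added and luminescence measured after 10 min at ambient temperature.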
uPA generation: qHTS for Inhibitors of Cell Surface uPA Generation; cell surface uPA generation assay, qHTS; Potency, µM (titrated, usually from 38.3 µM), for inactives: at the top dose activity change, negative = inhibition, actives largely listed as inhibitors; 330,000 compounds, 0.31% hits; active = well fitted inhibition curve with a large enough effect; inconclusive = small, poorly fitted or top-dose-only effect; inactive = no such curve, though single readings can be large or run the other way; tested in mouse RAW 264.7 cells; note: % is set by controls: 0 for no effect and ±100 for the full control effect; nearly all actives have a fitted effect of over 55% in size
Rab9 prom act: qHTS Assay for Rab9 Promoter Activators; Huh7 Rab9 promoter-luciferase reporter, luminescence, 24 h; Potency, µM (titrated, usually from 9.22 µM), inactives show at the top dose activation, negative = inhibition, hits mostly activators; 320,000 compounds, 2.8% hits; note: % of control where 0% means no effect; nearly all actives have a fitted effect of over 60% in size
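Promoter activation is measured as luciferase luminescence in Huh7 cells stably transfected with a Rab9 promoter–luciferase construct, following 24 h compound exposure at 37 °C and 10 min reagent incubation at ambient temperature.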
ELG1 genotoxic: qHTS screen for small molecules that induce genotoxicity in human embryonic kidney (HEK293T) cells expressing luciferase-tagged ELG1 | HEK293T ELG1-luciferase reporter, luminescence, 16 h | Potency, µM (highest dose often 46 µM), inactives show at the highest dose activity change, positive = activation, most hits filed as activators | 330,000 compounds, 1.3% hits | AID 504466, 2011; note: % of control where 0% means no effect; nearly all actives have a fitted effect of over 60% in size
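Screening used a luciferase reporter fused to human ELG1 in HEK293T cells. Luminescence was read on a CCD plate imager after 16 hr exposure and 30 min ONE-Glo incubation.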
Gal4-VP16 FLuc: VP16 counterscreen qHTS for inhibitors of ROR gamma transcriptional activity; 310,000 compounds, 3.5% hits; Potency, µM (series often up to 53.6 µM), for inactives: at the highest dose activity, negative = inhibition, usual class: inhibitors; AID 2546, 2010; Drosophila S2 Gal4-VP16 UAS-luciferase, luminescence, 20 h;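 note: Gal4-VP16 expression switched on by copper sulfate through the metallothionein promoter; % is set by controls: 0 for no effect and ±100 for the full control effect; nearly all actives have a fitted effect of over 50% in size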
Active calls of the source: *; [ ] = dose if it differs, or a comment. Unless noted, calls come from the whole dose curve; as a rule, active = well fitted curve in the direction sought with a large enough effect; inconclusive = small, poorly fitted or top-dose-only effect, or another doubt; inactive = no such curve, though single readings can be large; an effect the other way counts as inactive or inconclusive. Potency is the fitted concentration of half-maximal effect. No enrichment for hits; overall some 13% were active at least once.

Results for O=S(=O)(/C=C/c1ccccc1)Nc1ccc2c(c1)OCO2 ?
FLuc modulator: 10%; MBNL1 CUG block: -2%; p53 reactivation: 3%; RORgamma inh: 26%; BRCA1 expr up: -3%; NPC1 promoter act: -5%; uPA generation: -4%; Rab9 prom act: 6%; ELG1 genotoxic: 0%; Gal4-VP16 FLuc: -10%

How did Cc1ccc(OCCCn2ccnc2)c([N+](=O)[O-])c1 do in these assays?
FLuc modulator: inconclusive; p53 reactivation: 7%; RORgamma inh: 23%; BRCA1 expr up: 18%; NPC1 promoter act: -4%; uPA generation: -1%; Rab9 prom act: -6%; ELG1 genotoxic: 0%; Gal4-VP16 FLuc: 26%

What do the screens show for `C=CCN(c1ccc(C(=O)NCCN2CCOCC2)cc1)S(C)(=O)=O`?
FLuc modulator: -1%; MBNL1 CUG block: -5%; RORgamma inh: -5%; BRCA1 expr up: 11%; NPC1 promoter act: -1%; uPA generation: -1%; Rab9 prom act: -4%; ELG1 genotoxic: 4%; Gal4-VP16 FLuc: -3%

How did CCOC(=O)c1csc(NC(=O)CSc2nnnn2-c2ccc(OCC)cc2)n1 do in these assays?
FLuc modulator: 3%; MBNL1 CUG block: -2%; p53 reactivation: 1%; RORgamma inh: -1%; BRCA1 expr up: -9%; NPC1 promoter act: -5%; uPA generation: -2%; Rab9 prom act: 0%; ELG1 genotoxic: 2%; Gal4-VP16 FLuc: -5%

What do the screens show for `COc1cc([N+](=O)[O-])ccc1NC(=O)N1CCCCCC1`?
FLuc modulator: -14%; MBNL1 CUG block: inconclusive; p53 reactivation: -26%; RORgamma inh: 13µM*; BRCA1 expr up: 0%; NPC1 promoter act: -12%; uPA generation: 10%; Rab9 prom act: 8%; ELG1 genotoxic: -17%; Gal4-VP16 FLuc: inconclusive

Results for CN(C)C1=NC[C@H](Cc2ccccc2)N1CCC1CCCC1 ?
FLuc modulator: 0%; p53 reactivation: -9%; BRCA1 expr up: -19%; NPC1 promoter act: -7%; uPA generation: inconclusive; Rab9 prom act: -14%; ELG1 genotoxic: -24%

Results for COCCn1ccc2c(OCC(=O)Nc3cccc(NC(C)=O)c3)cccc2c1=O ?
FLuc modulator: -10%; p53 reactivation: -6%; BRCA1 expr up: 1%; NPC1 promoter act: 2%; uPA generation: -6%; Rab9 prom act: 1%; ELG1 genotoxic: -3%

What do the screens show for `COc1ccc(/C=C/C(=O)N(CC(C)C)CC(C)C)cc1Br`?
FLuc modulator: 2%; MBNL1 CUG block: 8%; p53 reactivation: -5%; RORgamma inh: -5%; BRCA1 expr up: -49%; NPC1 promoter act: -2%; Rab9 prom act: -2%; ELG1 genotoxic: inconclusive; Gal4-VP16 FLuc: -2%[0.365 µM]

How did CCc1ccccc1NC(=O)c1ccc(-c2csc(C)n2)cc1 do in these assays?
FLuc modulator: inconclusive; MBNL1 CUG block: 18%; p53 reactivation: 2%; RORgamma inh: 16%; BRCA1 expr up: 3.5µM*; NPC1 promoter act: 3.5µM*; uPA generation: -1%; Rab9 prom act: inconclusive; ELG1 genotoxic: inconclusive; Gal4-VP16 FLuc: -3%

What do the screens show for `COc1ccc(-n2c(SCC(=O)Nc3cc(C)on3)nc3ccccc3c2=O)cc1Cl`?
FLuc modulator: 2%; MBNL1 CUG block: 1%; p53 reactivation: -1%; RORgamma inh: 27%; BRCA1 expr up: 1%; NPC1 promoter act: -10%; uPA generation: 1%; Rab9 prom act: 2%[1.84 µM]; ELG1 genotoxic: -6%; Gal4-VP16 FLuc: -2%[10 µM]

Results for Cc1ccc(C(=O)NCC(=O)N/N=C/c2cccs2)cc1[N+](=O)[O-] ?
FLuc modulator: 2%; MBNL1 CUG block: inconclusive; p53 reactivation: 2%; RORgamma inh: -32%; BRCA1 expr up: -8%; NPC1 promoter act: -6%; uPA generation: 9%; Rab9 prom act: -2%; ELG1 genotoxic: -1%; Gal4-VP16 FLuc: 1%

What do the screens show for `Cn1c(=O)[nH]c(=O)c2c1nc(Br)n2CCSc1ncccn1`?
FLuc modulator: 1%; MBNL1 CUG block: 0%; p53 reactivation: -8%; RORgamma inh: -5%; BRCA1 expr up: 0%; NPC1 promoter act: 1%; uPA generation: -4%; Rab9 prom act: 0%; ELG1 genotoxic: -2%; Gal4-VP16 FLuc: -4%

Results for Cc1[nH]c2ccccc2c1C(=O)COC(=O)c1c(-c2c(F)cccc2Cl)noc1C ?
FLuc modulator: -2%; MBNL1 CUG block: -11%; p53 reactivation: -20%; RORgamma inh: 59%; BRCA1 expr up: -79%; NPC1 promoter act: -3%; uPA generation: -11%; Rab9 prom act: -3%; ELG1 genotoxic: -4%; Gal4-VP16 FLuc: -18%

How did CC(C)OC(=O)Nc1ccc(Oc2c(F)c(F)c(F)c(F)c2F)cc1 do in these assays?
FLuc modulator: 2%; MBNL1 CUG block: -3%; p53 reactivation: -3%; RORgamma inh: -35%; BRCA1 expr up: 0%; NPC1 promoter act: -2%; uPA generation: 13%; Rab9 prom act: -5%; ELG1 genotoxic: 10%; Gal4-VP16 FLuc: -21%

Results for CN(CCCNC(=O)Cn1cccc1C(=O)c1ccccc1)C1CCCCC1 ?
FLuc modulator: 0%; MBNL1 CUG block: 2%; p53 reactivation: 7%; RORgamma inh: -3%; BRCA1 expr up: -9%; NPC1 promoter act: -3%; uPA generation: 10%; Rab9 prom act: -8%; ELG1 genotoxic: -2%; Gal4-VP16 FLuc: -6%

How did O=C(Nc1c(F)cccc1F)c1ccc2c(c1)CCN2S(=O)(=O)c1ccccc1 do in these assays?
FLuc modulator: 4%; MBNL1 CUG block: 10%; p53 reactivation: -1%; RORgamma inh: 31%; BRCA1 expr up: -30%; NPC1 promoter act: 2%; uPA generation: -2%; Rab9 prom act: -4%; ELG1 genotoxic: 0%; Gal4-VP16 FLuc: -7%

How did CC(=O)N1CCc2cc(S(=O)(=O)NCCCN3CCC(C)CC3)ccc21 do in these assays?
FLuc modulator: 1%; MBNL1 CUG block: -3%; p53 reactivation: -3%; RORgamma inh: -24%; BRCA1 expr up: 3%; NPC1 promoter act: -1%; uPA generation: 0%; Rab9 prom act: -1%; ELG1 genotoxic: 1%; Gal4-VP16 FLuc: 8%

What do the screens show for `CCCCNC(=O)/C(=C/c1ccccc1)NC(C)=O`?
FLuc modulator: -3%; p53 reactivation: 10%; RORgamma inh: 29%; BRCA1 expr up: 21%; NPC1 promoter act: -2%; uPA generation: -3%; Rab9 prom act: -1%; ELG1 genotoxic: 1%; Gal4-VP16 FLuc: 2%

Results for c1ccc(N2CCN(c3cnc4ccccc4n3)CC2)cc1 ?
FLuc modulator: 3.4µM*; MBNL1 CUG block: inconclusive; p53 reactivation: inconclusive; RORgamma inh: 20%; BRCA1 expr up: 17%; NPC1 promoter act: 1.6µM*; uPA generation: -4%; Rab9 prom act: 1.1µM*; ELG1 genotoxic: 1%; Gal4-VP16 FLuc: -10%

What do the screens show for `Cc1nc(NCCC(C)C)c2nnn(Cc3ccccc3)c2n1`?
FLuc modulator: 5%; MBNL1 CUG block: 2%; RORgamma inh: -13%; BRCA1 expr up: -5%; NPC1 promoter act: -1%; uPA generation: inconclusive; Rab9 prom act: 0%; ELG1 genotoxic: 3%; Gal4-VP16 FLuc: -13%

What do the screens show for `CSc1cccc(-c2nnc(NC(=O)c3cccc(N4C(=O)CCC4=O)c3)o2)c1`?
FLuc modulator: 27µM*; p53 reactivation: 2%; BRCA1 expr up: 2%; NPC1 promoter act: 0%; uPA generation: -10%; Rab9 prom act: -3%; ELG1 genotoxic: -10%

Results for O=C(Nc1cnn(Cc2ccc(F)cc2)c1)c1noc2c1CCCC2 ?
FLuc modulator: 15µM*; MBNL1 CUG block: -14%; p53 reactivation: inconclusive; RORgamma inh: inconclusive; BRCA1 expr up: inconclusive; NPC1 promoter act: inconclusive; uPA generation: inconclusive; Rab9 prom act: 4µM*; ELG1 genotoxic: inconclusive; Gal4-VP16 FLuc: 24%[10 µM]

Results for Cc1cnc(NC(=O)Cc2ccccc2F)s1 ?
FLuc modulator: 0%; MBNL1 CUG block: 12%; p53 reactivation: 6%; RORgamma inh: -30%; BRCA1 expr up: 5%; NPC1 promoter act: 1%; uPA generation: -8%; Rab9 prom act: 3%; ELG1 genotoxic: 5%; Gal4-VP16 FLuc: 5%

How did Cc1ccc(OCCCC(=O)Nc2cc(S(=O)(=O)N3CCOCC3)ccc2N2CCOCC2)cc1 do in these assays?
FLuc modulator: 0%; p53 reactivation: -3%; BRCA1 expr up: -9%; NPC1 promoter act: -1%; uPA generation: 0%; Rab9 prom act: -3%; ELG1 genotoxic: 5%

How did Cc1ccccc1OCC(=O)NCCNC(=O)c1ccccn1 do in these assays?
FLuc modulator: 0%; MBNL1 CUG block: 4%; p53 reactivation: -2%; RORgamma inh: 1%; BRCA1 expr up: -17%; NPC1 promoter act: -4%; uPA generation: 0%; Rab9 prom act: -5%; ELG1 genotoxic: 1%; Gal4-VP16 FLuc: -8%

From PubChem
